# Bioassay records (PubChem)
# cln2 rad14: NCI yeast anticancer drug screen, S. cerevisiae cln2 rad14 strain. % growth inhibition at 50 µM. 8.3% of 78,000 active. AID 165;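 further: 0% = growth of vehicle-only cultures of the same strain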
#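 Test compounds were added to cln2 rad14 yeast cultures; inhibition of growth was then determined by comparison with vehicle treatment.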
# rad50: NCI yeast anticancer drug screen, S. cerevisiae rad50 strain; 10% of 79,000 active; % growth inhibition at 50 µM; AID 155;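 further: 0% = growth of vehicle-only cultures of the same strain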
#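 Yeast carrying a defined DNA repair defect were exposed to test compounds, and growth was compared with vehicle-treated controls to give percent inhibition.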
# bub3: NCI yeast anticancer drug screen, S. cerevisiae bub3 mutant strain; growth inhibition, % at 50 µM; 9.9% of 78,000 active;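 further: 0% = growth of vehicle-only cultures of the same strain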
#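 Mutant yeast screening strain plus compound; vehicle-treated cultures serve as the 0% inhibition reference.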
# mec2-1: NCI yeast anticancer drug screen, S. cerevisiae mec2-1 strain. % growth inhibition at 50 µM. 9% of 79,000 active. AID 157;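 further: 0% = growth of vehicle-only cultures of the same strain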
#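 Growth inhibition is read against vehicle-treated controls after compound exposure of the mec2-1 yeast strain, which is defective in DNA damage repair or cell cycle control.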
# sgs1 mgt1: NCI yeast anticancer drug screen, S. cerevisiae sgs1 mgt1 strain | % growth inhibition at 50 µM | 10% of 78,000 active;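 further: 0% = growth of vehicle-only cultures of the same strain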
#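 Read-out: growth inhibition vs vehicle controls. Cells: mutant yeast strain deficient in DNA damage repair.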
# yeast mlh1 rad18: NCI yeast anticancer drug screen, S. cerevisiae mlh1 rad18 strain; % growth inhibition at 50 µM; 11% of 79,000 active;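 further: 0% = growth of vehicle-only cultures of the same strain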
#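 A repair-deficient yeast strain is exposed to test compound, and growth is scored relative to vehicle-treated controls.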
# Starred values were filed as active, the others as inactive; & = joins results of further samples. No stated cut-off is given here; in the data, active means growth inhibition above about 70%; inactive means the rest.
# Order of values: cln2 rad14 | rad50 | bub3 | mec2-1 | sgs1 mgt1 | yeast mlh1 rad18
NC1(C(=O)c2ccccc2)CC2CCC1C2 (stereo not drawn)
    -11 | 29 | 4 | -12 | 18 | 5
C=C(c1ccccc1)C1ON(C)CCc2cc(OC)c(OC)cc21 (stereo not drawn)
    6 | 4 | 34 | 15 | 14 | 5
Nc1c(OS(=O)(=O)c2ccccc2)cccc1OS(=O)(=O)c1ccccc1
    21 | 21 | 40 | -2 | 19 | 37
CCCOC1(C)CC(c2cc(OC)c(OC)c(OC)c2)c2cc3c(cc2O1)OCO3 (stereo not drawn)
    35 | 5 | 3 | 8 | -3 | 19
COC(=O)C(CC(C)C)NC(=O)C(CC(N)=O)NC(=O)C(NC(=O)OCc1ccccc1)C(C)C (stereo not drawn)
    15 | 38 | 9 | 24 | 9 | 37
c1ccc(COCC2OC3c4ccccc4COC3C2OCc2ccccc2)cc1 (stereo not drawn)
    22 | 10 | -37 | -16 | -14 | 10
CN(C)CCCC1(O)c2ccccc2Sc2cc(Cl)ccc21 (stereo not drawn)
    19 | 13 | 13 | 13 | 18 | 26
O=C(OC(=O)c1ccc(Cl)cc1)c1ccc(Cl)cc1
    -8 | -5 | -9 | 26 | 5 | -7
Oc1cccc2c1NCCC2
    10 | 4 | 4 | 57 | 4 | 61
CCOC(=O)COc1ccc(OCC(=O)OCC)c2c1C(=O)CCCC2=O
    0 | 7 | -12 | -7 | -4 | 2
Cc1ccc2[nH]c(=O)cc(C)c2c1
    20 | 15 | 8 | 0 | 14 | 31
CCOC(=O)CC1=NC(=Nc2cc(Cl)ccc2Cl)SC1
    26 | 64 | 77* | 41 | 80* | 66
CCOc1c(CNC(=O)CCl)cc(N)cc1CNC(=O)CCl
    11 | 6 | 2 | 3 | -14 | -10
CCCCCCCCCCCCCCSC(=NCC)NCC
    97* | 99* | 99* | 100* | 99* | 99*
CC1(C)N=C(Oc2cc(Cl)cc(Cl)c2)NC(=S)N1
    21 | 12 | 7 | -8 | 24 | 24
Cc1nccc2c3ccccc3n(S(=O)(=O)O)c12
    55 | -5 | -6 | 26 | 11 | 9
O=C(CCCCCCCCC(=O)NC1CCCCC1)NC1CCCCC1
    -21 | -13 | -19 | -26 | -22 | -5
COc1ccc(CNc2ccccc2)cc1
    11 | -2 | -4 | 12 | 4 | -9
O=C(O)CC1(c2ccccc2)CCCCC1
    -6 | -1 | 47 | 7 | 1 | 2
C/C(=N\N/C=N/S(=O)(=O)c1ccccc1)c1ccccc1
    6 | -12 | 1 | 5 | -6 | -2

# By substructure, the compounds so far with a Cl atom (5)
# Order of values: cln2 rad14 | rad50 | bub3 | mec2-1 | sgs1 mgt1 | yeast mlh1 rad18
CN(C)CCCC1(O)c2ccccc2Sc2cc(Cl)ccc21 (stereo not drawn)
    19 | 13 | 13 | 13 | 18 | 26
O=C(OC(=O)c1ccc(Cl)cc1)c1ccc(Cl)cc1
    -8 | -5 | -9 | 26 | 5 | -7
CCOC(=O)CC1=NC(=Nc2cc(Cl)ccc2Cl)SC1
    26 | 64 | 77* | 41 | 80* | 66
CCOc1c(CNC(=O)CCl)cc(N)cc1CNC(=O)CCl
    11 | 6 | 2 | 3 | -14 | -10
CC1(C)N=C(Oc2cc(Cl)cc(Cl)c2)NC(=S)N1
    21 | 12 | 7 | -8 | 24 | 24

# More compounds.
# Order of values: cln2 rad14 | rad50 | bub3 | mec2-1 | sgs1 mgt1 | yeast mlh1 rad18
C#Cc1nc(N)c2ncn(C3OC(COS(N)(=O)=O)C(O)C3O)c2n1 (stereo not drawn)
    28 | 17 | 10 | 32 | 8 | 11
O=S(=O)(O)CC(O)CSSCC(O)CS(=O)(=O)O (stereo not drawn)
    -4 | 33 | 1 | -4 | 8 | -9
CCN(CC)Cc1nc(C2CCC([N+](=O)[O-])O2)no1 (stereo not drawn)
    12 | 16 | 18 | 2 | 14 | -3
Cc1ccc2c(c1)nc(N)n[n+]2[O-]
    3 | 3 | -9 | -15 | -3 | -39
O=C(OCCN1C(=O)c2cccc3c(Br)ccc(c23)C1=O)OCc1ccccc1
    49 | 86* | 62 | 48 | 60 | 70*
O=C1NC(=O)C(c2ccc(O)cc2)N1 (stereo not drawn)
    -31 | -21 | 0 | -15 | -5 | -10
[B]C(=O)NC(CC(C)C)C(=O)NC1c2ccsc2C(=O)C1O (stereo not drawn) (tested in a mixture with another compound)
    17&3 | 4&3 | 33&32 | 22&19 | 3&12 | -21&-16
CCCCCCCCCSC(=S)N(C)NC(=O)c1ccccn1
    92* | 89* | 92* | 94* | 94* | 94*
Cc1cc(O)c2c(c1)C(=O)c1c(c(O)cc(O)c1-c1c(O)cc(O)c3c1C(=O)c1cc(C)cc(O)c1C3=O)C2=O
    58 | 65 | 64 | 70* | 70 | 59
CC1=C(Cl)C[C@@H](/C(C)=C\Cl)O[C@@]1(O)C(Br)Br
    91* | 92* | 92* | 93* | 93* | 15
CCCCCCCC(=O)N(CCCCC)CCCCC
    74* | 66 | 66 | 77* | 77* | 66
CCCCNC(=S)N(CCCC)CCCC
    -16 | 22 | 31 | 18 | 10 | 13
Cc1cc(N)ccc1N=Nc1ccc(Sc2ccc(N=Nc3c(S(=O)(=O)O)cc4cc(S(=O)(=O)O)c(N=Nc5ccc([N+](=O)[O-])cc5)c(N)c4c3O)cc2)cc1
    -96 | -77 | -66 | -28 | -32 | -28
CCCC(C(C)=O)C(C)=O
    0 | -8 | 6 | -1 | -5 | -4
NC(=O)c1ccc[n+](CCCCCCCCCCC(=O)[O-])c1
    -15 | -7 | 5 | 7 | 1 | 2
O=C(CC[P+](c1ccccc1)(c1ccccc1)c1ccccc1)c1ccccc1
    96* | 95* | 95* | 95* | 86* | 93*
O=C(CC(=O)c1cccnc1)c1cccnc1
    77* | 99* | 98* | 98* | 98* | 99*
Cc1ccc2cccc3c2c1CC1(C3=O)S(=O)(=O)OCCOS1(=O)=O
    15 | 9 | 39 | 4 | 20 | -2
BrC1(Br)C2CCCCCCC21 (stereo not drawn)
    -7 | -27 | -21 | 5 | 3 | -30
CCOC(=O)c1[nH]c(C(=O)O)c(C(=O)OCC)c1C
    -13 | 7 | -5 | 4 | 5 | -10

# Copied from the listing, two compounds:
# Order of values: cln2 rad14 | rad50 | bub3 | mec2-1 | sgs1 mgt1 | yeast mlh1 rad18
CCCOC1(C)CC(c2cc(OC)c(OC)c(OC)c2)c2cc3c(cc2O1)OCO3 (stereo not drawn)
    35 | 5 | 3 | 8 | -3 | 19
COC(=O)C(CC(C)C)NC(=O)C(CC(N)=O)NC(=O)C(NC(=O)OCc1ccccc1)C(C)C (stereo not drawn)
    15 | 38 | 9 | 24 | 9 | 37

# (listing goes on)
# Order of values: cln2 rad14 | rad50 | bub3 | mec2-1 | sgs1 mgt1 | yeast mlh1 rad18
CCCCN(C=O)CCCC
    9 | 21 | 5 | 17 | 17 | 4
CC1(C)CC(=O)C2=C(C1)OC1=C(CC(C)(C)CC1=O)C2c1ccccc1Cl (stereo not drawn)
    5 | -6 | 13 | -7 | -2 | -15
CC1CCCN(CCC(=O)c2ccc(O)cc2)C1 (stereo not drawn)
    21 | 38 | 7 | 22 | 26 | 32
O=C(O)C12CC3CC1C2C3
    0 | 19 | 16 | 16 | 1 | 14
COc1ccc(C=O)cc1Oc1ccc(C[C@H]2c3c(cc(OC)c4c3Oc3cc5c(cc3O4)CCN(C)C5=O)CCN2C)cc1
    27 | 67 | 50 | 46 | 38 | -16
CCCCSC(C)(SCCCC)SCCCC
    26 | 3 | -7 | 10 | 2 | 19
O=C(O)CN1C(=O)C2C3c4ccccc4C(c4ccccc43)C2C1=O (stereo not drawn)
    -27 | -6 | -20 | -5 | 1 | 0
O=c1cc(-c2ccccc2)oc2cc(OCCSCCCCCCCCCCSCCOc3ccc4c(=O)cc(-c5ccccc5)oc4c3)ccc12
    5 | -33 | -19 | -28 | -28 | -18
O=c1cc(-c2ccccc2)oc(-c2ccccc2)c1
    -20 | 82* | 20 | 19 | 11 | 44
Cc1[nH]nc2c1NC(=O)OCC2
    -24 | 10 | -9 | -7 | -2 | -1
CCCCC1(C(=O)NC(=Nc2ccccc2)Nc2ccccc2)CCOC1=O (stereo not drawn)
    -12 | 4 | -3 | 8 | -3 | 5
N#C/C(c1nc2ccccc2[nH]1)=c1\s/c(=C(/N)O)c(=N)n1-c1ccccc1
    -30 | -32 | -34 | -26 | -32 | -48
O=C1OC(c2ccccc2)=C/C1=C/c1ccc(Cl)cc1
    -6 | -1 | -7 | -18 | -7 | -8
CCCCCCCCCCCCCCNCC(OCC)OCC
    91* | 91* | 91* | 93* | 93* | 91*
COc1c(Cl)nc2ccccc2c1N=[N+]=[N-]
    27 | 16 | 3 | -16 | 17 | 25
CCOC(=O)C(=CN1C/C(=C/C(C)=C/c2ccccc2)SC1=S)C(=O)OCC
    -21 | -12 | 18 | 29 | 12 | 5
NNc1nc(-c2ccccc2)ns1
    10 | 21 | -13 | 21 | 19 | 38
Nc1nc2ncc(CCCNc3ccc(C(=O)NC(CCC(=O)O)C(=O)O)cc3)nc2c(=O)[nH]1 (stereo not drawn)
    10 | 33 | 4 | 15 | 8 | 22
O=C(CCCCl)c1ccc(O)cc1
    12 | -29 | -18 | -36 | 3 | 0
COc1ccc2c(c1)C1(C)CCCC(C)(C(N)=O)C1CC2 (stereo not drawn)
    9 | 0 | -12 | -16 | -8 | -25

# 3 entries out of the list, ordered by formula weight, high to low:
# Order of values: cln2 rad14 | rad50 | bub3 | mec2-1 | sgs1 mgt1 | yeast mlh1 rad18
CC1=C(Cl)C[C@@H](/C(C)=C\Cl)O[C@@]1(O)C(Br)Br
    91* | 92* | 92* | 93* | 93* | 15
CC1(C)CC(=O)C2=C(C1)OC1=C(CC(C)(C)CC1=O)C2c1ccccc1Cl (stereo not drawn)
    5 | -6 | 13 | -7 | -2 | -15
NC1(C(=O)c2ccccc2)CC2CCC1C2 (stereo not drawn)
    -11 | 29 | 4 | -12 | 18 | 5

# Next section.
# Order of values: cln2 rad14 | rad50 | bub3 | mec2-1 | sgs1 mgt1 | yeast mlh1 rad18
Cc1cc2c(Br)cc(Br)c(O)c2nc1C(=O)c1ccccc1
    44 | 32 | 30 | 20 | 36 | 22
NC(=O)C(=O)NNC(=O)CCn1[nH]c(=O)c(Cl)c(Cl)c1=O
    -5 | -9 | 6 | 10 | 0 | -28
CN(C)C=Nc1ccc2nonc2c1
    8 | 10 | 4 | -4 | 3 | 1
O=C1OC(CC(=O)c2ccc(Cl)c(Cl)c2)C(Cl)=C1Cl (stereo not drawn)
    30 | 43 | 30 | 12 | 33 | 53
Cc1cc(NC(=O)NC(=O)c2ccccc2N)ccc1Oc1ncc(Br)cn1
    9 | -16 | 10 | 0 | -6 | 8
CCCCCC(=O)Oc1ccccc1OC
    -29 | -8 | -8 | -6 | 1 | -8
CC(=O)Oc1ccc2c(c1)c1c(=O)oc(N(C)C)nc1n2Cc1ccccc1
    -17 | -29 | -21 | -54 | -60 | -34
Cc1ccc(N2C(=O)CC(NC3CCCCC3)C2=O)cc1 (stereo not drawn)
    -2 | -6 | -6 | -3 | -10 | -3
CCCCCCCCCCCCCCCC(=O)OCC(COP(=O)(O)OC1CCC2(C)C(=CCC3C2CCC2(C)C(C(C)CCCC(C)C)CCC32)C1)OC(=O)CCCCCCCCCCCCCCC (stereo not drawn)
    -6 | 2 | -3 | 4 | 22 | -5
CN(C)OC(=O)Nc1cccc([N+](=O)[O-])c1
    -83 | 19 | 5 | 13 | 14 | -3
CCOC(=O)C(CCc1ccccc1[N+](=O)[O-])C(C)=O (stereo not drawn)
    -9 | 79* | 54 | 28 | 67 | 70
CCOC(=O)c1cc(=O)cc(-c2ccccc2)o1
    5 | -4 | -8 | -6 | -1 | -15
CSc1ccc2c(c1)S[S@@](=O)N2
    18 | 36 | 51 | 1 | 57 | 63
Nc1nc2nc[n-]c2c(=O)[nH]1.[NH2-].[NH2-].[NH2-].[NH2-].[NH2-].[Ru+6]
    2 | 21 | -6 | 5 | 5 | -5
CCN(CC)c1ccc(SC#N)cc1
    90* | 91* | 98* | 95* | 58 | 94*
O=C1Cc2nc3ccccc3nc2CC(=O)c2ccccc21
    -20 | 5 | -12 | 11 | 9 | 13
S=C1NCCN1c1ccc(Cl)cc1
    -22 | -16 | -30 | -16 | -20 | 6
CN1CCN(Cc2c(O)ccc3c4c(c(=O)oc23)CCCC4)CC1
    8 | 2 | 33 | 11 | 5 | 12
COc1cc(C)ccc1OC(=O)Nc1ccccc1
    12 | 15 | 16 | 16 | 8 | -1
O=S=NCCCl
    2 | -14 | -11 | -15 | -13 | 0
CNCC(O)(C(=O)O)C(=O)O
    6 | -13 | -29 | -46 | -33 | -8
